# Assay outcomes (PubChem BioAssay)
# TEAD-YAP inh: TEAD-YAP interaction inhibition; HEK-TIYL cells, TEAD-Gal4/YAP UAS-luciferase luminescence; inhibition, % at 9.12 µM; 1.4% of 640,000 active; in the data active = inhibition above about 32%;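 note: 0% = median of test compound wells and 100% = reference inhibitor wells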
# MITF inh: inhibitors of human MITF; inhibition, % at 2.6 µM; 0.91% of 650,000 active; O75030; AlphaScreen MITF homodimerization, bead proximity signal; AID 1259374; in the data active = inhibition above about 50%;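 note: 0% = vehicle wells with protein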
# Target sequence (O75030 whole entry, looked up): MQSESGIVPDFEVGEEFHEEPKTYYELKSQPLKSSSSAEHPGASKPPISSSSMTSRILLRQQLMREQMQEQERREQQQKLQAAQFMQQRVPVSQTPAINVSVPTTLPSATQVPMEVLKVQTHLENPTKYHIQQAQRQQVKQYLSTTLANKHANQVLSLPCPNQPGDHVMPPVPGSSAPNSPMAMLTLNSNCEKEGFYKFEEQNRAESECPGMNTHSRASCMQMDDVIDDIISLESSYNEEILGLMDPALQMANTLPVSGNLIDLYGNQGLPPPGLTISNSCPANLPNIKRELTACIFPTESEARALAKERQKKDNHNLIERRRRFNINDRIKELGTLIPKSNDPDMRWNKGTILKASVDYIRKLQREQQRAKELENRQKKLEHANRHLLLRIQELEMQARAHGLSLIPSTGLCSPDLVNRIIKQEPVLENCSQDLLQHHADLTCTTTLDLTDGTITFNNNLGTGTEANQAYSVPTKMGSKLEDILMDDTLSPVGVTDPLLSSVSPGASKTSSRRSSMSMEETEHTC
# FBW7 act: human FBW7 E3 ligase activation, primary screen; Q969H0; normalized activity (activation), % at 26.1 µM; 0.13% of 650,000 active; AlphaScreen FBW7–phospho-cyclin E peptide binding, activator screen; in the data active = normalized activity above about 1.9%;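 note: purified mutant Fbw7 with reduced substrate affinity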
# GPR151 activ: human GPR151 activation. 1% of 650,000 active. PathHunter beta-arrestin GPR151 cells, luminescence. activation, % at 11.2 µM. AID 1508602. Q8TDV0; in the data active = activation above about 4.9%;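 note: 0% = median of compound wells and 100% = cells with positive control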
# Target sequence (Q8TDV0 whole entry, looked up): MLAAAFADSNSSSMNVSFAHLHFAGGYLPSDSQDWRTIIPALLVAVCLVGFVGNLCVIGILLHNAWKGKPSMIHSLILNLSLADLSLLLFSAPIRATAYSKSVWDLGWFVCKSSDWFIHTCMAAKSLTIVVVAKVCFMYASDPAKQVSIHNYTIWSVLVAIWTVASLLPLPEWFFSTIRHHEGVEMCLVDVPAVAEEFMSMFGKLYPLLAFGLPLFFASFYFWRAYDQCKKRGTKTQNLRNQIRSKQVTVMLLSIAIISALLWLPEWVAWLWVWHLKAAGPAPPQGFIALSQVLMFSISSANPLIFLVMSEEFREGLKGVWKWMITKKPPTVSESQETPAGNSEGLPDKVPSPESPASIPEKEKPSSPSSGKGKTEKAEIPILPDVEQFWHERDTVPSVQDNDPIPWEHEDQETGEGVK
# * marks the source's active call; other numbers are inactive results; & = joins results of further samples.
1. CCOC(=O)c1nn(-c2ccc(C)cc2)c(=O)c2c(NC(=O)COC)scc12
2. CC(=O)Oc1ccc2nc(-c3ccccc3Br)oc(=O)c2c1
3. CC(=O)N1c2ccccc2NC2=C(C(=O)CC(c3ccccc3)C2)C1c1ccccc1Cl (configuration not stated)
4. Cc1ccc(-c2n[nH]c(C3CCN(CC(=O)Nc4ccc5c(c4)OCCO5)CC3)n2)cc1
5. N#CCCN(CCC#N)S(=O)(=O)c1ccc(C(=O)Nc2ccc(Br)cc2)cc1
6. NC(=O)c1ccc(NC(=O)CN2CCN(Cc3ccccc3)CC2)cc1
7. O=C1OC(c2ccccc2)=N/C1=C\C=C\c1ccccc1
8. CCc1ccc(NC2CC(=O)N(c3ccc(CC)cc3)C2=O)cc1 (configuration not stated)
entry no.,1,2,3,4,5,6,7,8
TEAD-YAP inh,1,7,-1,12,10,6,-5,-1
MITF inh,-3,12,-15,2,8,5,1,6
FBW7 act,-0.2,0.7,-0.2,-0.1,-0.1,0.1,-0.1,0.0
GPR151 activ,0.4,-1.7,0.7,1.1,-0.4,1.5,0.3,-0.3

9. COc1cccc2cc(C(=O)Nc3ccc(Oc4ccc(Cl)cc4)cc3)c(=O)oc12
10. O=C(COc1ccccc1Cl)Nc1cc(Cl)ccc1C(=O)O
11. O=C1CCN(C(=O)c2ccccc2Cl)c2ccccc2N1
12. COc1ccc(C(=O)Nc2cc3cc(Cl)ccc3oc2=O)cc1OC
13. COc1ccc2c(C)c(C)c(=O)oc2c1
14. O=C(c1cccc(S(=O)(=O)N2CCOCC2)c1)N(Cc1ccccc1)c1ccccn1
15. O=c1c2ccccc2nc(SCc2cc(F)cc3c2OCOC3)n1CCC1=CCCCC1
16. O=C(NCCc1nc2ccccc2[nH]1)c1ccc(F)cc1
entry no.,9,10,11,12,13,14,15,16
TEAD-YAP inh,13,0,8,-15,-6,7,-11,-1
MITF inh,6,10,2,-6,0,0,1,-5
FBW7 act,0.0,0.0,-0.1,0.0,0.0,-0.2,0.1,0.0
GPR151 activ,-0.6,-1.0,-2.2,0.8,1.0,-1.4,1.1,0.4

17. Nc1[nH]nc2nc(N3CCCCC3)nc(-c3ccccc3)c12
18. CN(C)CCCNC(=S)N1CCC(C(=O)c2ccc(F)cc2)CC1
19. Cc1ccc(Cn2c(=O)n(CC(=O)NCCc3ccccc3)c(=O)c3sccc32)cc1
20. Cc1nc2cc(C)c(C)cc2[nH]1
21. CCNc1cc(N)[n+](CC)c2n[nH]c(/N=C/c3cc(Cl)cc(Cl)c3O)c12
22. CCC(C)NC(=O)c1ccc(OC)c(OC)c1 (configuration not stated)
23. COCCn1c(SCC(=O)OC(C)C)nnc1-c1ccccc1
24. COc1cc(=O)n2c(c1C(=O)NCCCn1cccn1)CCN(Cc1cccs1)CC2
entry no.,17,18,19,20,21,22,23,24
TEAD-YAP inh,4,2,-9,-5,9,-3,3,-8
MITF inh,10,27,1,11,12,14,7,-2
FBW7 act,0.1,0.9,0.6,0.1,0.1,0.3,-0.1,1.0
GPR151 activ,-0.4,-0.7,-0.9,-0.4,-0.1,-1.2,0.5,-0.8

25. COc1ccc(S(=O)(=O)NCC2CCCN(C(=O)CN3CCCCC3)C2)cc1 (configuration not stated)
26. CC1=C(C(=O)OC(C)C)C(c2ccc([N+](=O)[O-])cc2)C2=C(CCCC2=O)N1 (configuration not stated)
27. CN(Cc1ccn[nH]1)c1nc2cc3c(cc2cc1CNCCC1=CCCCC1)OCO3
28. O=C(Nc1ccc2oc(-c3ccncc3)nc2c1)c1ccccc1F
29. CCN1CCCC1CN(Cc1cc2ccc(C)cc2n2nnnc12)C(C)=O (configuration not stated)
30. CC(C)(C)c1ccccc1NC(=O)CCN1C(=O)c2ccccc2C1=O
31. O=C(CC(C(=O)O)N1CCCCC1)Nc1cccc(Cl)c1 (configuration not stated)
32. O=C1NC(=O)C(CCc2ccccc2)(C2CCN(C(=O)Cc3ccc4c(c3)OCO4)CC2)N1 (configuration not stated)
entry no.,25,26,27,28,29,30,31,32
TEAD-YAP inh,-3,-8&5,-10,-30,0,2,5,2
MITF inh,-6,13&6,-1,-15,0,0,19,0
FBW7 act,0.2,-0.1&0.0,0.0,0.1,-0.1,-0.1,-0.1,-0.1
GPR151 activ,1.0,0.3&-0.5,2.0,1.5,1.6,-1.9,0.6,1.0

33. Cc1cc(C(=O)O)ccc1NC(=O)c1cccc([N+](=O)[O-])c1
34. Cc1cccc(NC(=O)CSc2nc3nccnc3c(=O)n2Cc2cccs2)c1
35. O=C(c1nc2ccccn2c1CN1C[C@@H]2CCC[C@H]1C2)N1CCN(C2CCCCC2)CC1
36. CCN(Cc1ccccc1)S(=O)(=O)c1cc(Br)cnc1N
37. CCOc1ccccc1NC(=O)c1cc2cc(Br)ccc2oc1=O
38. O=C(NCCOc1ccc(F)cc1)c1cc(C(=O)NCCOc2ccc(F)cc2)cc([N+](=O)[O-])c1
39. Nc1ncc(-c2cccc(O)c2)nc1N1CCC(C(=O)O)CC1
40. Cc1ccc(OC(C)C(=O)Nc2ccc(S(=O)(=O)Nc3cc(C)on3)cc2)cc1 (configuration not stated)
entry no.,33,34,35,36,37,38,39,40
TEAD-YAP inh,5,3,0,5,7,-1,7,-8
MITF inh,-1,-11,13,0,11,-1,5,-12
FBW7 act,-0.5,-0.2,-0.1,0.1,0.0,0.0,-0.1,0.3
GPR151 activ,1.0,0.7,0.7,0.8,0.3,0.0,-0.2,-0.8

41. COc1cc(CNCCO)cc(Br)c1OCc1ccccc1F
42. CCN(CP(=O)(O)C1CCCCC1O)C(C)=O (configuration not stated)
43. O=C(O)/C=C/c1cccc(N2C(=O)CC(Cc3ccc(Cl)cc3)C2=O)c1 (configuration not stated)
44. CCN(CC)S(=O)(=O)c1cccc(C(=O)Oc2ccccc2OC)c1
45. CCc1ccccc1NC(=O)C/C(C)=N\NC(=O)c1cccc(I)c1
46. CN(C)S(=O)(=O)c1ccc(Nc2ccc(-c3ccc4c(c3)OCCO4)nn2)cc1
47. Cc1ccc(-c2csc(NC(=O)CO)n2)cc1
48. CC(C)(CNC(=O)Cc1ccsc1)N1CCOCC1
entry no.,41,42,43,44,45,46,47,48
TEAD-YAP inh,-8,-11,1,6,-13,-1,-28,-4
MITF inh,-9,6,-1,1,9,8,-7,-6
FBW7 act,0.1,-0.2,-0.1,-0.1,-0.1,0.1,0.1,0.2
GPR151 activ,0.5,-0.3,0.0,-1.2,0.7,-1.1,-2.7,-0.6

49. Cc1cc(=O)[nH]c(N2CCN(CC(=O)N3CCCC(C)C3)CC2)n1 (configuration not stated)
50. COc1ccc(N2CC(C(=O)N3CCN(C(=O)C4CC(=O)N(c5ccc(OC)cc5)C4)CC3)CC2=O)cc1 (configuration not stated)
51. COc1ccc(C(=O)CN2CCN(c3ccc(F)cc3)CC2)cc1OC
52. COc1ccc([C@@H]2C[C@H]3CN(Cc4cccnc4)C(=O)[C@]34CCCN24)c(C)c1C
53. CCOc1ccc(-n2c(=S)sc3c(=O)n(-c4ccccc4C)c(SCC(=O)Nc4cc(C)[nH]n4)nc32)cc1
54. Cc1cc(C)n2c(SCC(=O)Nc3ccc(I)cc3)nnc2n1
55. COc1ccc(OCC(O)Cn2c(N3CCCC3)nc3c2c(=O)n(C)c(=O)n3C)cc1 (configuration not stated)
56. COc1cc(C(=O)N2CCN(c3ccccc3F)CC2)c([N+](=O)[O-])cc1OC
entry no.,49,50,51,52,53,54,55,56
TEAD-YAP inh,6,-1,-10,6,-1,3,0,10
MITF inh,3,-5,1,0,-11,-2,18,9
FBW7 act,-0.1,-0.1,0.6,0.0,0.1,-0.1,-0.2,0.2
GPR151 activ,-0.6,-0.3,-1.6,-0.1,-0.3,-1.5,1.0,0.2

57. COc1cccc(C2C(C#N)=C(N)Oc3ccc4ccccc4c32)c1 (configuration not stated)
58. O=C(CSCC(=O)Nc1ccc2nc(SCC(=O)N3CCOCC3)sc2c1)Nc1ccc2ccccc2c1
59. CCc1ccc(-n2c(SCc3cccc([N+](=O)[O-])c3)nc3[nH]ncc3c2=O)cc1
60. N/C(=N/OCc1ccc(Cl)cc1)c1nonc1N
61. CC(=O)Oc1c2c(c[n+](C)c1C)COC(C)(C)OC2
62. COc1ccc(C(=O)Nc2cc(C(F)(F)F)ccc2N2CCOCC2)cc1
63. COc1ccc(OC)c(NC(=O)CSc2nc3c(sc(=S)n3-c3ccc(C)c(C)c3)c(=O)n2-c2ccccc2)c1
64. CN(C)S(=O)(=O)c1ccc2c(c1)c(=O)c(C(=O)NCCCN1CCCCCC1)cn2C
entry no.,57,58,59,60,61,62,63,64
TEAD-YAP inh,50*,5,1,-81,4,-3,7,6
MITF inh,17,10,7,-3,1,2,4,14
FBW7 act,0.0,-0.1,0.0,0.1,-0.1,0.0,-0.6,-0.1
GPR151 activ,-0.5,-2.8,1.1,-2.2,0.8,-1.0,-0.3,2.0

# 15 entries from above, tab-delimited.
No.	smiles	TEAD-YAP inh	MITF inh	FBW7 act	GPR151 activ
47	Cc1ccc(-c2csc(NC(=O)CO)n2)cc1	-28	-7	0.1	-2.7
48	CC(C)(CNC(=O)Cc1ccsc1)N1CCOCC1	-4	-6	0.2	-0.6
49	Cc1cc(=O)[nH]c(N2CCN(CC(=O)N3CCCC(C)C3)CC2)n1 (configuration not stated)	6	3	-0.1	-0.6
50	COc1ccc(N2CC(C(=O)N3CCN(C(=O)C4CC(=O)N(c5ccc(OC)cc5)C4)CC3)CC2=O)cc1 (configuration not stated)	-1	-5	-0.1	-0.3
51	COc1ccc(C(=O)CN2CCN(c3ccc(F)cc3)CC2)cc1OC	-10	1	0.6	-1.6
52	COc1ccc([C@@H]2C[C@H]3CN(Cc4cccnc4)C(=O)[C@]34CCCN24)c(C)c1C	6	0	0.0	-0.1
53	CCOc1ccc(-n2c(=S)sc3c(=O)n(-c4ccccc4C)c(SCC(=O)Nc4cc(C)[nH]n4)nc32)cc1	-1	-11	0.1	-0.3
54	Cc1cc(C)n2c(SCC(=O)Nc3ccc(I)cc3)nnc2n1	3	-2	-0.1	-1.5
55	COc1ccc(OCC(O)Cn2c(N3CCCC3)nc3c2c(=O)n(C)c(=O)n3C)cc1 (configuration not stated)	0	18	-0.2	1.0
56	COc1cc(C(=O)N2CCN(c3ccccc3F)CC2)c([N+](=O)[O-])cc1OC	10	9	0.2	0.2
57	COc1cccc(C2C(C#N)=C(N)Oc3ccc4ccccc4c32)c1 (configuration not stated)	50*	17	0.0	-0.5
58	O=C(CSCC(=O)Nc1ccc2nc(SCC(=O)N3CCOCC3)sc2c1)Nc1ccc2ccccc2c1	5	10	-0.1	-2.8
59	CCc1ccc(-n2c(SCc3cccc([N+](=O)[O-])c3)nc3[nH]ncc3c2=O)cc1	1	7	0.0	1.1
60	N/C(=N/OCc1ccc(Cl)cc1)c1nonc1N	-81	-3	0.1	-2.2
61	CC(=O)Oc1c2c(c[n+](C)c1C)COC(C)(C)OC2	4	1	-0.1	0.8

# (further entries)
65. CC(=O)Nc1ccc(Nc2nc(N3CCOCC3)nc3c2ncn3CCN2CCCC2=O)cc1
66. OCCC1CN(Cc2ccc(-c3ccco3)cc2)CCN1Cc1ccsc1 (configuration not stated)
67. O=C(Nc1ccc(-c2nc3cc(Cl)ccc3o2)cc1)c1ccccc1F
68. COC(=O)c1ccc(-n2nnnc2SCc2cccc(Br)c2)cc1
69. CSc1nc(N)nc(SCC(=O)Nc2cccc(F)c2)c1C#N
70. CCN(CCO)Cc1ccc(C(=O)NCc2cccc(C(F)(F)F)c2)c(=O)[nH]1
71. CCc1ccccc1NC(=O)c1ccc(N2CCCC2)c([N+](=O)[O-])c1
72. CCOc1ccc(CN2CCN(C(=O)c3ccccc3F)CC2)cc1
entry no.,65,66,67,68,69,70,71,72
TEAD-YAP inh,0,4,-1,-1,-3,3,-11,40*
MITF inh,-8,5,10,0,22,12,8,30
FBW7 act,0.0,0.5,0.1,0.0,0.2,0.0,-0.1,0.0
GPR151 activ,-0.9,0.6,-0.3,0.1,-1.7,-0.6,0.2,-0.4

73. Cn1c2ccc(F)cc2c2nnc(NN)nc21
74. CCCCC(=O)N1c2ccccc2NC2=C(C(=O)CC(C)(C)C2)C1c1ccc2c(c1)OCO2 (configuration not stated)
75. O=C(Nc1ccon1)c1csc2c1CCCC2
76. COc1ccccc1Cn1c(SCc2ccc(Cl)cc2)nc2cc(C(=O)N3CCC4(CC3)OCCO4)ccc2c1=O
77. Cc1ccc(S(=O)(=O)C(CNS(C)(=O)=O)c2cccs2)cc1 (configuration not stated)
78. COc1c(C(=O)NCCOc2ccccc2)ccc2ccccc12
79. O=C(Nc1ccccc1C1CC1)c1ccccc1
80. Nc1ncnc(NC2CCCCC2)c1[N+](=O)[O-]
entry no.,73,74,75,76,77,78,79,80
TEAD-YAP inh,15,5,-3,-15,-2,-19,-55,-4
MITF inh,9,0,13,-13,-9,12,9,9
FBW7 act,-0.2,0.0,0.3,-0.1,0.1,0.1,-0.1,0.1
GPR151 activ,1.3,0.5,-1.2,-0.5,-0.5,-0.4,-0.3,0.3
